Source: PubChem (Sanford-Burnham Center for Chemical Genomics)
CXCR6 inh – inhibitors of human CXCR6 receptor. O00574. CHO-K1 PathHunter CXCR6 beta-arrestin, luminescence. inhibition, % at 20 µM. 360,000 tested, 0.36% active; in the data active = inhibition above about 34%, passing the limit was not always enough;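 also: antagonist mode with CXCL16 agonist at 10 nM final; 0% = 10 nM CXCL16 with DMSO and 100% = unstimulated wells without agonist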
Target sequence (O00574 whole entry, looked up): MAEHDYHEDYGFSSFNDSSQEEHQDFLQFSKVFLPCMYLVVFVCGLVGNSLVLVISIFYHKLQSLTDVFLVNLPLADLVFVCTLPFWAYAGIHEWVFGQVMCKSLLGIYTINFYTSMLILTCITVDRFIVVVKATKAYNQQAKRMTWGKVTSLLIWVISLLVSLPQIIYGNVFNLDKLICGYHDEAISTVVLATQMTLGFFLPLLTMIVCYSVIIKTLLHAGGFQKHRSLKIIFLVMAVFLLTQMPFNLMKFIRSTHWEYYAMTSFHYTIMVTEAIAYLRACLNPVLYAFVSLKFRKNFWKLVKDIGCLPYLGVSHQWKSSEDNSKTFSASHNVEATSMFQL
tim23-1 inh – tim23-1 yeast growth inhibition | S. cerevisiae tim23-1 growth, BacTiter-Glo luminescence, 24 h | inhibition, % at 20 µM | 330,000 tested, 1.3% active;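 active = growth inhibition of the mutant yeast at or above 50%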;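 also: temperature-sensitive mutant grown at 25 °C; plate controls were DMSO-treated mutant yeast for no effect and medium wells lacking yeast for full effect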
XBP1 UPR activ – activators of adaptive arm of unfolded protein response (XBP1). activation, % at 20 µM. CHO-XBP1 luciferase reporter, IRE1-XBP1 UPR activation, luminescence; percent of tunicamycin response, DMSO as zero. 330,000 tested, 0.33% active;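 active = versus positive control, 20 µM dose yields 30% or more activation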;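 also: 100% = tunicamycin at 10 µg/mL and 0% = DMSO only wells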
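Signal: luciferase luminescence; Assay system: CHO-XBP1 luciferase reporter cells; Amount: one thousand reporter cells per well; Dosing: 20 µM single concentration, DMSO 1%; Benchmarks: high control tunicamycin 10 µg/mL final, low control DMSO vehicle only; Schedule: 6 h compound exposure at 37 °C, 5% CO2; Evaluation: percent activation relative to tunicamycin reference.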
TIM10 inh – inhibits growth of TIM10 yeast strain; 330,000 tested, 1.4% active; inhibition, % at 10 µM; S. cerevisiae TIM10 strain growth, BacTiter-Glo luminescence, 24 h;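 active = inhibition of 40% or more at the single tested concentration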;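 also: wild-type TIM10 isogenic control strain grown at permissive 25 °C; 0% = DMSO yeast wells and 100% = minimal medium wells without yeast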
Mdm2 MdmX PPI – inhibitors of human Mdm2/MdmX interaction. SaOS-2 split-luciferase Mdm2/MdmX complementation, luminescence. inhibition, % at 8 µM. 330,000 tested, 3% active. AID 485346;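 active = inhibition of at least 50% at 8 µM in the primary screen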
UPR CHOP act – apoptotic UPR (CHOP) activation; CHO-CHOP luciferase reporter, luminescence; percent of tunicamycin response over DMSO baseline; AID 449763; 330,000 tested, 0.34% active; activation, % at 10 µM;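 active = at 10 µM dose, activation of 40% or more, normalized to positive control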;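 also: 100% = tunicamycin at 10 µg/mL and 0% = DMSO alone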
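System: CHO-CHOP luciferase reporter cell line; amount: 500 cells/well; buffer or medium: F12 medium containing 10% fetal bovine serum; incubation: 6 h compound exposure at 37 °C after overnight seeding; measured by: luciferase luminescence after 10 min with Steady-Glo reagent; evaluation: % reporter activation, DMSO baseline versus tunicamycin full activation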
tim10-1 inh – inhibits growth of tim10-1 mutant yeast. inhibition, % at 20 µM. 330,000 tested, 2.2% active. S. cerevisiae tim10-1 ts strain growth, BacTiter-Glo, 24 h;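 active = inhibition of at least 40%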;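 also: mutant grown at 25 °C; 0% = DMSO wells with yeast and 100% = wells holding no yeast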
APJ antagonist – APJ receptor antagonism | P35414 | CHO-K1 APJ beta-arrestin complementation, luminescence | inhibition, % at 20 µM | 330,000 tested, 0.32% active;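 active = inhibition above about 40% at 20 µM, limit read from the data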;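 also: cells challenged with 10 nM apelin-13 agonist together with compound; plate controls were apelin-13 plus DMSO wells for no effect and DMSO wells lacking apelin-13 for full effect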
Target sequence (P35414 whole entry, looked up): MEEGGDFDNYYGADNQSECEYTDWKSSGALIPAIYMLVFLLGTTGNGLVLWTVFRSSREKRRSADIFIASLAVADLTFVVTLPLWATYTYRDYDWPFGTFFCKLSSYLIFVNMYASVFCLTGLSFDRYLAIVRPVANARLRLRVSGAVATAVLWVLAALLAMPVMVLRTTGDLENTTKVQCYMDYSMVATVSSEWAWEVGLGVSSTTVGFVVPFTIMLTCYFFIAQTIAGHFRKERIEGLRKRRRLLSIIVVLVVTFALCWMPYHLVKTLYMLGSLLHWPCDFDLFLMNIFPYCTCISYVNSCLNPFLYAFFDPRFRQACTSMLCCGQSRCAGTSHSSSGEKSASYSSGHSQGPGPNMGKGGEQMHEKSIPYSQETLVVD
APJ ag – agonists of human APJ apelin receptor | 330,000 tested, 0.11% active | AID 2520 | P35414 | CHO-K1 APJ PathHunter beta-arrestin, luminescence; 0% DMSO wells, 100% apelin | activation, % at 20 µM;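 active = activation more than six SD over the plate average, tested at 20 µM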;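 also: 0% = DMSO alone and 100% = apelin-13 at 10 nM; some results filed as inactive read as strong as hits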
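Assay system – PathHunter CHO-K1 APJ (AGTRL-1) beta-arrestin reporter cells · Compound – one dose, 20 µM compound, 1% DMSO · Timing – compound 90 min 25 °C, reagent 1 h · Measured by – luminescence from split beta-galactosidase complementation, Galacton Star/Emerald II substrate · Measure – beta-arrestin recruitment to APJ as agonist activity, luminescent signal · Benchmarks – DMSO vs Apelin-13 10 nM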
An asterisk follows results filed as active; x = not tested or not shown. A portion of the library (hit frequency here may not be typical).

SMILES	CXCR6 inh	tim23-1 inh	XBP1 UPR activ	TIM10 inh	Mdm2 MdmX PPI	UPR CHOP act	tim10-1 inh	APJ antagonist	APJ ag
CCOC(=O)Cc1csc(NC(=O)c2c(-c3ccccc3)noc2C)n1	-4	8	-3	5	-9	2.1	8	11	4
CCCCOc1ccc(N2CC(C(=O)NCc3ccco3)CC2=O)cc1 (stereo not given)	7	11	0	-15	3	0.6	17	11	-4
CCCCC(=O)NC(=S)NNC(=O)CC	5	-53	0	12	10	0.6	15	9	-2
COc1ccc2nc(SCC(=O)N(C)CC(=O)Nc3ccc(F)cc3)[nH]c2c1	0	8	-4	-1	-4	2.5	-12	12	0
CC(C)(C)C(=O)O/N=C(\N)Cc1ccc(-c2csnn2)cc1	-13	51*	2	47*	77*	-1.0	75*	13	3
Cc1ccc(N(Cc2ccc([N+](=O)[O-])cc2)C(=O)c2ccco2)cc1	10	14	2	2	14	-0.8	27	5	-10
O=c1[nH]c2ccc(Cl)cc2c(-c2ccccc2)c1N1CCN(CCO)CC1	1	-6	0	4	46	2.3	-2	19	-2
COc1ccc(CCNC(=O)c2c(-c3ccccc3)noc2C)cc1OC	-2	15	0	9	24	-0.9	5	11	1
Cc1cccc(C)c1NC(=O)C(C)c1ccc(-c2ccccc2)c(F)c1 (stereo not given)	6	14	-3	21	38	-1.5	14	17	0
CC1CCCN(CCCNC(=O)c2ccc(N3CCCC3=O)cc2)C1 (stereo not given)	1	0	-2	-3	-3	1.3	9	-1	0
COc1cc(SC)ccc1C(=O)OCC(=O)N1CC(=O)Nc2ccccc21	11	13	3	-2	13	1.2	13	8	0
Cc1ccc(C(=O)N2CCN(c3cccc(C)c3C)CC2)cc1S(=O)(=O)N1CCOCC1	3	23	-5	10	-4	0.2	14	-4	-6
CCc1ccccc1NCc1cc(=O)oc2cc(C)ccc12	-1	10	-3	15	-20	1.0	2	-11	-3
COc1cc(C)c(C)cc1S(=O)(=O)n1c(C)nc2ccccc21	2	21	1	5	0	0.5	1	9	0
O=C(O)C1C(c2ccccc2)C(C(=O)OCc2ccco2)C1c1ccccc1 (stereo not given)	-5	11	2	-19	10	-0.5	20	-10	-1
COc1ccc([N+](=O)[O-])cc1NC(=O)CCN1CCN(CCO)CC1	-4	5	0	2	3	0.0	5	-5	-4
COC(=O)/C(=N/Nc1ccccc1OC)N1CCCc2ccccc21	4	21	-5	-9	16	-0.7	8	-4	-6
Cc1nc(-c2cccc(NS(=O)(=O)c3ccc4ccccc4c3)c2)cs1	-2	35	-1	-1	23	1.7	3	14	-1
Cc1ccc(N(CN2C(=O)NC(C)(C)C2=O)CN2C(=O)NC(C)(C)C2=O)cc1	4	15	3	9	-12	2.0	22	-4	0
CCOC(=O)CNC(=O)c1cccnc1	-1	-4	-5	-6	-4	-1.6	-20	15	0
Cc1ccnc(NC(=O)Cc2ccc([N+](=O)[O-])cc2)c1	-12	0	1	25	14	1.8	-1	3	-4
COc1cc(/C=C/C(=O)c2ccc(F)cc2)cc(OC)c1OC	1	48	1	42*	0	2.1	39	8	1
Cc1cc(/C=C(\C#N)C(=O)O)c(C)n1C1CC1	-3	8	1	-5	18	2.8	8	-1	0
Cc1cc2ccccc2n2c(SCC(=O)Nc3ccc(S(=O)(=O)N4CCCCC4)cc3)nnc12	-9	21	-3	7	14	-1.2	29	-10	9
CCCCNC(=O)CC1C(=O)N(Cc2ccccc2)C(C)c2nc3ccccc3n21 (stereo not given)	-4	2	-2	-11	18	-1.6	8	9	-3
Cc1nc(C2CCC3C4CCC5=CC(=O)CC[C@]5(C)C4CC[C@]23C)cs1 (stereo not given in full)	x	-9	4	-101	39	7.1	-22	4	0
Cc1ccc(C(=O)N2CCN=C2SCc2ccc([N+](=O)[O-])cc2)cc1	-6	10	0	-5	15	1.6	-2	9	-3
CCOC(=O)CSc1nc(C)c2ccc(C)cc2n1	-3	6	7	0	9	1.3	9	18	-2
O=C(NCC1CCCO1)c1cc(-c2ccncc2)nc2ccc(S(=O)(=O)N3CCOCC3)cc12 (stereo not given)	4	11	-1	3	-2	0.2	6	9	-2
N#Cc1c(/N=C/c2ccc(-c3ccccc3C(=O)O)o2)sc2c1CCCC2	-9	4	-3	10	1	4.6	4	1	-1
CCC(=O)Nc1ccc2nc(C)n(Cc3ccccc3Cl)c(=O)c2c1	-2	16	1	11	18	0.7	30	3	3
COc1ccccc1-c1cc(C(F)(F)F)n2ncc(S(=O)(=O)c3ccccc3)c2n1	4	31	2	15	33	1.0	22	-24	2
Cc1ccc(-c2nnc(COC(=O)c3cc(=O)[nH]c4ccccc34)o2)cc1	1	17	-1	9	2	4.4	18	-11	-3
COc1cccc(CC(=O)OC(C)C(=O)NCc2ccc3c(c2)OCO3)c1 (stereo not given)	1	4	-1	-5	12	0.3	7	16	6
O=C(N/N=C/c1ccc(F)cc1)c1cccc(NC(=O)c2ccccc2Cl)c1	-10	33	0	13	7	2.4	28	-7	4
Brc1ccccc1-n1nnc(-c2cnc3ccccc3c2)n1	-6	37	0	16	-239	4.7	23	12	3
CN(C(=O)COC(=O)CSc1ccc(C(N)=O)cc1[N+](=O)[O-])C1CCS(=O)(=O)C1 (stereo not given)	1	-13	2	-3	22	-0.5	-10	4	-1
O=C(NCC1CCCO1)c1ccc(COc2ccccc2)o1 (stereo not given)	-4	-9	2	6	17	-1.1	-2	18	8
O=C(CC1Sc2ccccc2NC1=O)c1ccc(Br)cc1 (stereo not given)	-4	0	2	-16	-55	5.9	22	-18	-1
Cn1cc(C(=O)NC2CCCCC2)c(=O)c2cc(S(=O)(=O)N3CCCC3)ccc21	2	15	1	19	-5	-0.6	18	-9	-2
O=C(NC(Cc1ccc(F)cc1)C(=O)O)c1ccccc1 (stereo not given)	-2	2	0	9	-9	-1.0	10	17	1
CC1(C)Cc2c(sc(NC(=O)C(=O)N3CCOCC3)c2C(N)=O)CO1	-3	-9	-4	1	0	-0.5	0	18	4
COc1ccc(CC(=O)NNC(=O)c2cc(C)[nH]n2)cc1	-4	4	-6	-5	11	-1.5	2	9	2
COc1ccc(C(=O)NNC(=O)C2CCCO2)cc1 (stereo not given)	1	8	1	-5	-32	-0.3	-2	11	1
COc1ccccc1CNC(=O)C1CCN(S(=O)(=O)c2ccc3c(c2)NC(=O)CO3)CC1	0	15	-1	1	-19	0.8	12	2	-2

Record cards, from the list above:
CCC(=O)Nc1ccc2nc(C)n(Cc3ccccc3Cl)c(=O)c2c1 in the list: CXCR6 inh = -2; tim23-1 inh = 16; XBP1 UPR activ = 1; TIM10 inh = 11; Mdm2 MdmX PPI = 18; UPR CHOP act = 0.7; tim10-1 inh = 30; APJ antagonist = 3; APJ ag = 3
O=C(NCC1CCCO1)c1ccc(COc2ccccc2)o1 (stereo not given) in the list: CXCR6 inh = -4; tim23-1 inh = -9; XBP1 UPR activ = 2; TIM10 inh = 6; Mdm2 MdmX PPI = 17; UPR CHOP act = -1.1; tim10-1 inh = -2; APJ antagonist = 18; APJ ag = 8

An excerpt from above, reduced to CXCR6 inh.
Structure | CXCR6 inh
Cc1ccc(-c2nnc(COC(=O)c3cc(=O)[nH]c4ccccc34)o2)cc1 | 1
COc1cccc(CC(=O)OC(C)C(=O)NCc2ccc3c(c2)OCO3)c1 (stereo not given) | 1

Additional results.
SMILES	CXCR6 inh	tim23-1 inh	XBP1 UPR activ	TIM10 inh	Mdm2 MdmX PPI	UPR CHOP act	tim10-1 inh	APJ antagonist	APJ ag
C[C@H](CO)N1C[C@H](C)[C@@H](CN(C)Cc2ccc(C(=O)O)cc2)Oc2ccc(NS(C)(=O)=O)cc2C1=O	-5	-15	-1	1	0	-0.7	-14	4	0
CCOC(=O)c1cnn(CCOC(=O)c2ccc(F)cc2)c1NC(=O)c1ccc(F)cc1	-8	20	1	-8	15	1.0	36	2	-1
O=C(Nc1ccccc1Cl)N1CCCN(c2nc(-c3ccccc3)ns2)CC1	-3	55*	-4	46*	-4	-1.0	43*	-1	1
Nn1c(SCC(=O)Nc2ccc(N3CCOCC3)cc2)nnc1-c1cccc(F)c1	-5	12	3	3	-27	2.6	-13	5	-5
O=C(CN(C(=O)CNC(=O)c1cccs1)c1cccc(F)c1)NC1CCCC1	2	0	-2	-7	9	0.7	3	-24	-1
COC(=O)CNC(=O)c1ccccc1	-1	1	1	-6	0	-3.9	-3	-44	-1
C[C@H]1CN=C2N(CCNC(=O)CCC3CCCCC3)[C@H](Cc3ccc(O)cc3)CN21	3	2	3	-7	-15	1.2	-7	-46	6
CCOC(=O)c1ccc(N2C(=O)C3ON(c4ccccc4)C(c4ccco4)C3C2=O)cc1 (stereo not given)	-8	11	-2	9	7	-1.1	-2	4	-3
COc1ccc(Cl)cc1NC(=O)CCN1CCOCC1	4	5	-5	9	11	1.2	5	-6	-3
O=C(Nc1ccc2nc3n(c(=O)c2c1)CCCCC3)c1ccccc1[N+](=O)[O-]	2	-4	23	4	0	2.4	-4	-1	-3
CC(Sc1nnc(-c2cccnc2)n1-c1ccccc1)C(=O)NCc1ccc2c(c1)OCO2 (stereo not given)	0	1	-3	4	17	2.2	8	11	-5
Nc1nc(SCC(=O)Nc2ccccc2Sc2ccccc2)n[nH]1	-7	18	0	-4	24	-0.4	16	2	-6
NC(=S)Cc1nc(-c2ccc(Cl)cc2)cs1	20	25	8	18	26	1.5	13	1	-5
CCO[C@H]1c2c(ccc3ccc(=O)oc23)OC(C)(C)[C@H]1O	-9	16	1	-1	12	-0.5	10	-3	-3
CCOc1cc(/C=N/NC(=O)c2nn(C)cc2Br)ccc1OCc1ccccc1	-13	10	0	9	-8	1.8	8	10	-1
CCc1nc2ccccc2c(C(=O)Oc2ccc(C(=O)OC)cc2)c1C	-5	4	-2	8	-1	3.8	26	-2	-4
Cc1ccc(Cl)cc1N1CCN(C(=O)Cc2c(C(=O)O)[nH]c3ccccc23)CC1	1	9	1	11	20	-0.7	13	11	-3
O=C(O)/C=C/C(=O)N1CCN(c2ccccc2F)CC1	-8	15	-5	4	9	-1.1	8	-17	-1
COc1ccccc1NC(=O)CSc1nnc(Cc2ccccc2)o1	-7	0	-2	-1	7	-2.1	27	22	-2
CCOC(=O)C1CCN(Cc2ccccc2C(F)(F)F)CC1	-2	-9	-1	10	-25	0.3	11	1	-1
COc1ccc(C(C(=O)NCC2CCCO2)N(Cc2ccccc2)C(=O)c2snc(C(N)=O)c2N)cc1OC (stereo not given)	-1	10	-1	10	5	-0.9	-19	9	1
CC1(C)CC(=O)C2=C(C1)NC1=C(C(=O)c3ccccc31)C2c1ccc(O)cc1 (stereo not given)	24	9	0	7	23	-0.4	15	30	-4
COc1ccccc1NC(=S)NNC(=O)c1ccncc1	9	-2	-2	8	22	-1.7	2	8	-4
COc1cccc(CNS(=O)(=O)c2c(C)nc3sccn3c2=O)c1	-15	-2	1	-5	6	1.2	2	4	-4
